ERb coact inh: ER-beta (human) coactivator binding inhibition; TR-FRET ER-beta LBD / SRC1-Cy5 peptide binding; receptor agonist-loaded with 1 µM estradiol; inhibition, % at 25.6 µM; hit rate 1.3% among 86,000; AID 633; Q92731;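 active means compounds whose percent inhibition of the receptor-coactivator binding signal exceeds about 50% in the single-dose screen, limit read from the data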;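 further: 0% = receptor plus peptide wells without compound and 100% = peptide-only wells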
CD11b adhes enh: increases human CD11b/CD18 adhesion to fibrinogen; activation, % at 10 µM; hit rate 0.07% among 93,000; K562 CD11b/CD18 adhesion to fibrinogen, ATPlite luminescence; P05107+P11215; AID 1499;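 active means 10 µM primary screen giving 50% or more activity, confirmed by 40% or more on retest at that dose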; further: strong numbers were not always called active; reference of the scale not given here
ERa coact pot: enhances coactivator binding to human estrogen receptor alpha; TR-FRET ERalpha-LBD/SRC-Cy5 coactivator binding, 2 h; 100 = basal binding, no effect; coactivator binding (% of control), % at 25.6 µM; hit rate 1.3% among 86,000; AID 639; in the data active means activity above about 200%;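 further: binding measured in presence of low estradiol as agonist stimulus; 0% = peptide alone without receptor and 100% = receptor with peptide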
Target sequence (P03372 whole entry, looked up, the tested form may be a part): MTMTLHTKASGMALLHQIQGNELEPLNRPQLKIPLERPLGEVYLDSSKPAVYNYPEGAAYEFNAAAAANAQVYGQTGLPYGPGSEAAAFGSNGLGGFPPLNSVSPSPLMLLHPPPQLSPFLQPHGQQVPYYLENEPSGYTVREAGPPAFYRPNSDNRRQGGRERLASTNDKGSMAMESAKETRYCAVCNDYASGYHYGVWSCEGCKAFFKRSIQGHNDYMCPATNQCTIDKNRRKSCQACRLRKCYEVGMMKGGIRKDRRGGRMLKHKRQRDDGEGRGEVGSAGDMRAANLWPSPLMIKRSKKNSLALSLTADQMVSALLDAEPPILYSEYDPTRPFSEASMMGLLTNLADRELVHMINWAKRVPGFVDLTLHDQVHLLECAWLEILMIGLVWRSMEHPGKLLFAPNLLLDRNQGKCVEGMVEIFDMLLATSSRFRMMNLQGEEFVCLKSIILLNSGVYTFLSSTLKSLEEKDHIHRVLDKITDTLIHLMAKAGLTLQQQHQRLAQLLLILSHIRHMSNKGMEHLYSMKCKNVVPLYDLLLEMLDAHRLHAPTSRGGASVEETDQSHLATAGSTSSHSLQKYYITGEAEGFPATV
FAK inh: inhibitors of human focal adhesion kinase | hit rate 0.84% among 97,000 | AID 727 | biochemical FAK kinase activity assay | inhibition, %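 (tested at 7 µM)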; in the data active means inhibition above about 19%;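 further: 0% = DMSO and 100% = reference compound high control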
E coli WT exp: growth inhibitors of E. coli BW25113 wild type. OD600 absorbance. growth inhibition, % at 100 µM. hit rate 0.15% among 98,000. AID 710;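 active means growth inhibition above about 50% at one test dose, limit read from the data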;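 further: growth measured after 20 h incubation at 37 °C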
ERa SRC1 inh: blocks coactivator binding to human estrogen receptor alpha. P03372. TR-FRET ER-alpha LBD / SRC-1 peptide, estradiol-bound. inhibition, % at 25.6 µM. hit rate 1.7% among 86,000; in the data active means inhibition above about 50%;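 further: 0% = receptor plus peptide control and 100% = peptide only without receptor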
PLAP act: activators of human placental alkaline phosphatase; hit rate 1.2% among 96,000; purified PLAP enzyme, luminescent substrate read-out; hits give high values; activation fold at 20 µM; AID 696; P05187; in the data active means activation fold above about 2
MT1-MMP txn act: activates MT1-MMP transcription; HT1080 MT1-MMP promoter luciferase reporter, luminescence, overnight; hits give high values; AID 750; activation factor at 10 µM; hit rate 0.16% among 86,000;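 active means activation factor of at least 2 for MT1-MMP transcription at 10 µM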
Mac1 fbg inh: inhibitors of human CD11b/CD18 binding to fibrinogen | P05107+P11215 | K562 CD11b/CD18 adhesion to fibrinogen, ATPlite luminescence; Mn2+ added to activate the integrin | inhibition, % at 10 µM | hit rate 0.54% among 93,000;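 active means primary inhibition of 50% or more at 10 µM, then 40% or more on retest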; further: some results filed as inactive read as strong as hits
* marks the source's active call; other numbers are inactive results; x = not tested or not shown; [ ] = remark or other dose. This is a random part of the collection (roughly 5.1% active in at least one column).

SMILES | ERb coact inh | CD11b adhes enh | ERa coact pot | FAK inh | E coli WT exp | ERa SRC1 inh | PLAP act | MT1-MMP txn act | Mac1 fbg inh
c1ccc(Nc2ccccn2)cc1 | -1 | -1 | 92 | 2 | 16 | 21 | 1 | 1.1 | 6
CCS(=O)(=O)n1nc(-c2ccco2)nc1SC | -6 | 2 | 97 | 3 | 2 | -4 | 1.1 | 1.3 | 26
O=C(CC1SC2=NCCN2C1=O)Nc1ccc(Br)cc1 (stereo unspecified) | -7 | x | 112 | -4 | 5 | -15 | x | 1 | x
c1ccc(-n2nnnc2Oc2cccc3cccnc23)cc1 | 10[fluorescence artefact?] | -1 | 81[fluorescence artefact?] | 1 | 1 | 1[fluorescence artefact?] | 1.2 | 1.2 | -13
CC(C)OC(=O)c1c(-c2ccc(C(C)C)cc2)csc1NC(=O)C1CCCO1 (stereo unspecified) | x | -4 | x | -1 | 0 | x | 0.9 | x | 16
COc1ccc(-n2c(O)c(C=NC3CC3)c(=O)[nH]c2=O)cc1 | 0 | -1 | 93 | -5 | 3 | 1 | 0.9 | 1.2 | -4
Cc1[nH]n(C(N)=S)c(=O)c1N=Nc1ccc(S(=O)(=O)N2CCCC2)cc1 | -11 | x | 128[fluorescence artefact?] | -1 | x | -14[fluorescence artefact?] | x | 1.3 | x
Cn1c(=O)c2c(nc(Br)n2Cc2c(F)cccc2Cl)n(C)c1=O | -19 | -3 | 142 | x | x | -8 | 0.9 | 1.1 | 2
O=C(CCn1nnc2ccccc21)Nc1nnc(COc2ccccc2F)s1 | -2 | 1 | 100 | 4 | -12 | 32 | 1.2 | 1 | 8
O=C(OCc1nc2ccccc2s1)c1cnccn1 | -7 | -3 | 106[fluorescence artefact?] | -5 | 5 | -9 | 1 | 1.7 | -2
CCCC(C(=O)NCC1CCCO1)N(Cc1ccco1)C(=O)CNS(=O)(=O)c1ccccc1 (stereo unspecified) | -10 | 1 | 122 | 9 | 0 | -3 | 1.3 | 1.1 | -11
CCC(C(=O)N1CCN(S(C)(=O)=O)CC1)c1ccccc1 (stereo unspecified) | -7 | 5 | 107 | -2 | -5 | 8 | 1.1 | 1.1 | -4
O=C(c1cc2c(s1)-c1ccccc1S(=O)(=O)C2)N1CCN(Cc2ccccc2)CC1 | x | -4 | x | -12 | -7 | x | 1.5 | x | 19
CCCCC(=O)Nc1ccc(C(=O)N2CCN(c3ccccc3OC)CC2)cc1 | -3[fluorescence artefact?] | -2 | 115 | 1 | -1 | -5 | 1.6 | 1 | -6
CCC(=O)c1ccc(CCCCCC(=O)O)s1 | 12[fluorescence artefact?] | -2 | 79 | -6 | 3 | 13 | 1.2 | 1.1 | -13
CC(C)[C@H](NC(=O)NCCc1ccc(F)cc1)C(=O)O | 2 | -4 | 94 | -2 | -1 | 4 | 0.9 | 1.2 | -9
O/N=C1/CCc2cccc3cccc1c23 | -23[fluorescence artefact?] | -3 | 114[fluorescence artefact?] | 5 | 21 | -21 | 1.1 | 1.3 | 2
COc1ccc(-c2nc3n(c2Br)CCC3)cc1 | x | x | x | 0 | 18 | x | 1 | 1.7 | x
CCOC(=O)C1=C(O)/C(=C/c2cn(CC(=O)N3CCCC3)c3ccccc23)SC1=Nc1ccccc1 | 2 | x | 169[fluorescence artefact?] | 7 | x | 35[fluorescence artefact?] | x | 1.1 | x
O=C(O)CSc1cccc2cccc(C(=O)O)c12 | 3 | -8 | 120 | x | 2 | -5 | 1.3 | 1.1 | -4
CN(C)C(CNS(=O)(=O)c1ccc(F)cc1)c1cccnc1 (stereo unspecified) | -9 | 2 | 108 | 4 | 3 | -4 | 0.9 | x | -18
O=C(NC1CCCCC1)C(c1ccccc1)N1CCCC1 (stereo unspecified) | -7 | 2 | 127 | x | 2 | -4 | 1.1 | 1.1 | 50
COC(=O)c1nc(-c2ccccc2)n[nH]1 | -7 | 3 | 89 | 0 | -5 | -6 | 1 | 1.1 | -4
COc1ccc(OC(C)C(=O)NCc2cccnc2)cc1 (stereo unspecified) | -6 | -2 | 82 | -1 | 4 | 11 | 0.9 | 1 | -32
COc1cccc(C2NC(=O)NC(O)(C(F)(F)F)C2C(=O)c2cccnc2)c1OC (stereo unspecified) | 2 | -1 | 127 | x | 8 | -10 | 1.1 | 1.1 | 0
COc1cc(C2NC(=O)NC(C)=C2C(=O)OCc2ccccc2)ccc1O (stereo unspecified) | -4[fluorescence artefact?] | -3 | 112 | x | x | -11 | 1 | 1.1 | -7
COc1ccc(C(=O)N2CC(=O)N(CCc3ccccc3)C(=O)C2)cc1OC | -9 | -1 | 101 | 2 | -3 | -1 | 1 | 1.1 | -8
CC1CC(=O)c2cnc(N3CCOCC3)nc2C1 (stereo unspecified) | -18 | -2 | 109[fluorescence artefact?] | -2 | -6 | 3 | 1 | 1.2 | -2
COc1ccc(-c2noc(CCC(=O)NCc3cc(Br)ccc3OC)n2)cc1 | -13 | -3 | 122 | 3 | -8 | -4 | 0.9 | x | -5
Clc1ncc(CN2CCN(Cc3ccccc3)CC2)s1 | x | 5 | x | 0 | 12 | x | 1.1 | x | -14
Cc1ccc(CNS(=O)(=O)c2ccc3oc(C(=O)O)c(C)c3c2)cc1 | -17 | -1 | 100 | 1 | -2 | -37 | 1 | 1.1 | -4
COc1ccc(NC(=O)C2CCCN(C)C2)cc1OCC(C)C (stereo unspecified) | -3 | x | 102 | 1 | x | -4 | x | 1.2 | x
COc1ccc(CSCC(=O)N/N=C/c2ccc(OCC(=O)NCc3ccco3)cc2)cc1 | x | 0 | x | -1 | 0 | x | 0.9 | x | -24
Cc1cc(C)cc(NC(=O)C2CCN(S(=O)(=O)c3c(C)n[nH]c3C)CC2)c1 | -25 | x | 112 | -3 | -6 | -17 | 1.3 | 1.1 | x
Cc1noc(C)c1S(=O)(=O)N1CCC(C(=O)N2CCC(C)CC2)CC1 | -1 | -2 | 95 | 1 | -5 | -5 | 1.1 | x | 1
O=C(Nn1nnnc1Nc1ccccc1)C12CC3CC(CC(C3)C1)C2 | -1 | -1 | 112 | x | 7 | -7 | 1 | 1.1 | -4
COc1ccc(Cc2nnc(NC(=O)c3ccco3)s2)cc1OC | 20 | -3 | 82 | -7 | -1 | 11 | 0.9 | 1.3 | 0
COc1ccc(C(=O)O)cc1S(=O)(=O)N(C)CCc1cccnc1 | 0 | -2 | 106 | -3 | 6 | 11[fluorescence artefact?] | 0.9 | 1.1 | 2
CC(=O)c1ccc(Nc2nc(NCCO)nc(OC(C(F)(F)F)C(F)(F)F)n2)cc1 | 1 | x | 84 | 1 | x | 16 | x | 1.4 | x
CCN1CCCC1CNC(=O)CSc1cc(=O)n(C)c2cc(Cl)ccc12 (stereo unspecified) | -14 | -1 | 112 | -2 | -13 | 6 | 1.6 | 1.4 | 1
Cc1nc(NCCN)c(C#N)c2c1COC(C)(C)C2 | 2 | x | 103 | x | 5 | 2 | x | 1 | x
O=[N+]([O-])c1ccc(N2CCN(S(=O)(=O)c3ccc4ccccc4c3)CC2)cc1NCc1ccco1 | x | -4 | x | -3 | -14 | x | 0.7 | x | 3
Cc1ccc(S(=O)(=O)N(C)Cc2cc3ccccc3[nH]c2=O)cc1 | 4 | 2 | 97 | 0 | -11 | 3 | 0.9 | 1.2 | -49
CC1CCN(C(=O)CSc2nnc(-c3cc4ccccc4cc3O)n2Cc2ccco2)CC1 | -9 | 0 | 91 | 5 | -2 | -12 | 1.4 | 1.3 | 4
Cc1ccc(S(=O)(=O)N(C)c2ccc(N)cc2)cc1 | -7 | -2 | 104[fluorescence artefact?] | -2 | 8 | -3 | 0.8 | 1 | -12
CC1(c2cnc(Nc3ccccc3)s2)CCC(=O)O1 (stereo unspecified) | -7 | -1 | 96 | 2 | -3 | 0 | 0.9 | 1.6 | 3
Cc1ccnc(NS(=O)(=O)c2ccc(NS(=O)(=O)c3ccccc3)cc2)n1 | -25[fluorescence artefact?] | x | 92 | -2 | x | -24 | x | 1.2 | x
C=CCNC(=O)c1nc2ccccc2s1 | -18[fluorescence artefact?] | x | 98 | 2 | x | -19 | x | 1.5 | x
CCc1c(C)n2nc(C)cc2[nH]c1=O | 2[fluorescence artefact?] | 4 | 102[fluorescence artefact?] | -2 | -5 | -2[fluorescence artefact?] | 1.2 | 1.2 | -4
CCOc1ccc2nc(NS(=O)(=O)Cc3ccccc3)sc2c1 | 10 | 0 | 90 | -1 | -2 | 1 | 0.9 | 1.6 | 1
The list goes on.
SMILES | ERb coact inh | CD11b adhes enh | ERa coact pot | FAK inh | E coli WT exp | ERa SRC1 inh | PLAP act | MT1-MMP txn act | Mac1 fbg inh
CCOC(=O)Nc1ccc(C(N)=O)cc1 | -7 | -8 | 89 | 1 | 4 | -5 | 1.1 | 1.1 | 10
CCN(CC)c1ccc(NC(=O)C2CCCN(S(=O)(=O)c3cccnc3)C2)c(C)c1 (stereo unspecified) | -12 | 2 | 102 | -3 | -1 | -10 | 1.5 | 1.2 | -8
O=c1cc(O)sc2ccccc12 | x | 1 | x | 2 | 0 | x | 1.1 | 1.2 | -19
CCOC(=O)N1CCN(C(=O)CCCn2nc(C)c3sc4ccccc4c3c2=O)CC1 | -7 | -2 | 112[fluorescence artefact?] | 2 | 11 | 2 | 1.6 | 1.1 | 14
O=S(=O)(Nc1ccc(S(=O)(=O)Nc2ccccc2)cc1)c1ccccc1 | 4 | 4 | 98[fluorescence artefact?] | 3 | 11 | 10 | 1.1 | 0.9 | 6
Cc1ccc2nc(N3CCOCC3)c3nncn3c2c1 | -7 | x | 116 | x | x | -8 | x | 1.1 | x
CCSc1nnc([C@@H]2CCCN2C(=O)OC(C)(C)C)o1 | -1[fluorescence artefact?] | 8 | 105 | -3 | -3 | -2[fluorescence artefact?] | 1.4 | 1.2 | 32
O=C(O)c1ccccc1SCc1ccc2c(c1)OCO2 | -5 | -5 | 113[fluorescence artefact?] | 7 | 1 | 0 | 1 | 1.1 | -2
Cc1cc(=O)n(CNC(=O)c2ccccc2)c(=S)[nH]1 | 5 | -2 | 97 | 2 | 5 | 11[fluorescence artefact?] | 0.9 | 0.9 | -5
CC(C)(C)OC(=O)N1CCC(C(N)=O)CC1 | -7 | -1 | 109 | x | 4 | 6 | 0.9 | 1.1 | -2

Among those listed so far, these contain a tert-butyl group.
SMILES | ERb coact inh | CD11b adhes enh | ERa coact pot | FAK inh | E coli WT exp | ERa SRC1 inh | PLAP act | MT1-MMP txn act | Mac1 fbg inh
CCSc1nnc([C@@H]2CCCN2C(=O)OC(C)(C)C)o1 | -1[fluorescence artefact?] | 8 | 105 | -3 | -3 | -2[fluorescence artefact?] | 1.4 | 1.2 | 32
CC(C)(C)OC(=O)N1CCC(C(N)=O)CC1 | -7 | -1 | 109 | x | 4 | 6 | 0.9 | 1.1 | -2

Carrying on.
SMILES | ERb coact inh | CD11b adhes enh | ERa coact pot | FAK inh | E coli WT exp | ERa SRC1 inh | PLAP act | MT1-MMP txn act | Mac1 fbg inh
CS(=O)(=O)N(CC(=O)NCc1ccco1)c1ccc2c(c1)OCO2 | 44 | 8 | 53[fluorescence artefact?] | 1 | 3 | 54* | 1 | 1.1 | -6
CCOc1ccc2c(c1)n([O-])c1c([n+]2=O)CCCC1 | 3[fluorescence artefact?] | -3 | 149 | x | 3 | 2[fluorescence artefact?] | 1 | 1 | -12
CCOC(=O)N1CCN(C(=O)COc2ccc(Cl)cc2)CC1 | 1 | -6 | 89 | -1 | 4 | -7 | 0.9 | 1.2 | -8
COc1ccc(OC)c(C2C(C(=O)c3cccs3)=C(O)C(=O)N2c2cc(C)on2)c1 (stereo unspecified) | -2 | -5 | 75[fluorescence artefact?] | 3 | 3 | -2 | 1.2 | 1.2 | -1
COC(=O)NC(Nc1sc2c(c1C(N)=O)CCCC2)(C(=O)OC)C(F)(F)F (stereo unspecified) | -3 | 1 | 115 | x | -13 | -20 | 1.6 | 1.1 | 41

Assay outcomes (PubChem)
